Bioassay records: PubChem BioAssay, several laboratories
S1P4 ag: human S1P4 receptor agonism | O95977 | S1P4-expressing cell line, agonist reporter assay | activation, % at 4.98 µM | hit rate 0.35% among 220,000 | AID 1509; in the data active = activation above about 11%;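 note: 0% = DMSO vehicle and 100% = reference agonist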
Ba/F3 V617F tox: reduce viability of Ba/F3 cells dependent on JAK2V617F; hit rate 1.1% among 220,000; Ba/F3 EpoR-JAK2V617F viability, ATP luminescence; AID 1446; inhibition, % at 5.6 µM;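 active = inhibition above the campaign mean plus 3 SD over all tested compounds, cut at about 24% in these data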;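 note: cytokine-independent growth of Ba/F3 cells driven by EpoR plus mutant JAK2; 0% = DMSO-treated cells and 100% = JAK inhibitor I control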
eIF4E-4G inh: inhibitors of eIF4E and eIF4G interaction in translation initiation. P63073+Q04637. TR-FRET eIF4E-eIF4GI(517-606) binding, 2 h. inhibition, % at 21.7 µM. hit rate 0.37% among 220,000. AID 782;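 active = inhibition above about 30%, limit read from the data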;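 note: 0% = full FRET control wells and 100% = background wells lacking eIF4GI fragment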
BaF3 parental: reduces parental Ba/F3 cell viability, JAK2V617F counter-screen; CellTiter-Glo ATP luminescence; inhibition, % at 5.6 µM; hit rate 1.1% among 220,000;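 active = inhibition above a per-campaign cutoff, the mean inhibition of all tested compounds plus 3 SD, cut at about 27% in these data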;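 note: 0% = DMSO wells and 100% = JAK Inhibitor I control wells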
MDM2 E3 inh: blocks human Mdm2 ubiquitin ligase activity | Q00987 | cell-based MDM2 ubiquitination luciferase reporter, 2 h; 0 = plate control, 100 = twice control, blank-subtracted | signal enhancement, % at 5 µM | hit rate 0.11% among 210,000 | AID 1230;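 active = signal enhancement of 30% or more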;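 note: luminescence tracks abundance of the self-degrading MDM2-luciferase fusion protein; higher signal means inhibition of MDM2 E3 ligase activity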
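Assay system: mammalian cells stably expressing self-ubiquitinating, self-degrading MDM2 E3–luciferase fusion. Quantity: 2000 cells in each well. Medium: DMEM culture medium. Compound dosing: single-point 5 µM. Timing: cell settling 4 h, compound treatment 2 h, both 37 °C. Technique: luciferase luminescence. Read-out basis: percent signal gain over controls, blank-subtracted. Benchmarks: plate controls and plate blanks.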
NPY-Y2 PAM-ag: potentiates or activates human NPY-Y2 receptor; P49146; cells expressing NPY-Y2, potentiator/agonist read-out; activation, % at 3.6 µM; hit rate 0.45% among 220,000; AID 1359; in the data active = activation above about 27%;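 note: cells stimulated with NPY near EC25 plus isoproterenol at EC100; 0% = vehicle plus submaximal agonist and 100% = vehicle plus saturating agonist; some results beyond the cut were filed as inactive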
Target sequence (P49146 whole entry, looked up): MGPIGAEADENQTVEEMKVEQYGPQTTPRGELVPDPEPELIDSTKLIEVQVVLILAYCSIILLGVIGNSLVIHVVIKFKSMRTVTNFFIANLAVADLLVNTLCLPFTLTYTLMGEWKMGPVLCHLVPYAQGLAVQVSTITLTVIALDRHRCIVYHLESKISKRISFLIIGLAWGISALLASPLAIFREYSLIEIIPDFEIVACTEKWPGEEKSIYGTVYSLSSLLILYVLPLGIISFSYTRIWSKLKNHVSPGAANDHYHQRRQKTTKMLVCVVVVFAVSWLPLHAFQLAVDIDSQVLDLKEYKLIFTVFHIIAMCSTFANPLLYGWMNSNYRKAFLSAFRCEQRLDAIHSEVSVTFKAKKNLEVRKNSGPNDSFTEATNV
PERK inhibitor: blocks human PERK kinase. Q9NZJ5. CHO PERK-DD fusion, SEAP luminescence translation reporter. inhibition, % at 5.6 µM. hit rate 0.17% among 220,000. AID 1416;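 active = inhibition above the mean inhibition of all tested compounds plus 3 SD, set separately per screening campaign, cut at about 2.9% in these data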;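 note: PERK kinase domain activated by AP20187 dimerizer at 100 nM; 0% = DMSO with dimerizer and 100% = rapamycin at 8.4 µM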
S1P4 antag: antagonists of human S1P4 receptor | O95977 | S1P4-expressing cells, antagonist mode, reporter read-out | inhibition, % at 4.98 µM | hit rate 0.26% among 220,000 | AID 1510; in the data active = inhibition above about 29%;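 note: 0% = wells stimulated with agonist and 100% = vehicle wells without agonist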
Wee1 degr inh: blocks degradation of human Wee1 kinase; reporter increase, % at 5 µM; HeLa Luc-Wee1K328M stability, luciferase luminescence; 100% = proteasome inhibitor MG132 effect; hit rate 1.2% among 220,000; AID 1321;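 active = activation above the mean of all tested compounds plus 3 SD, set per screening run, cut at about 8.8% in these data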;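 note: cells exposed to compound for 20 h before luminescence read; 0% = DMSO alone and 100% = MG132 at 30 µM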
Target sequence (P30291 whole entry K328M): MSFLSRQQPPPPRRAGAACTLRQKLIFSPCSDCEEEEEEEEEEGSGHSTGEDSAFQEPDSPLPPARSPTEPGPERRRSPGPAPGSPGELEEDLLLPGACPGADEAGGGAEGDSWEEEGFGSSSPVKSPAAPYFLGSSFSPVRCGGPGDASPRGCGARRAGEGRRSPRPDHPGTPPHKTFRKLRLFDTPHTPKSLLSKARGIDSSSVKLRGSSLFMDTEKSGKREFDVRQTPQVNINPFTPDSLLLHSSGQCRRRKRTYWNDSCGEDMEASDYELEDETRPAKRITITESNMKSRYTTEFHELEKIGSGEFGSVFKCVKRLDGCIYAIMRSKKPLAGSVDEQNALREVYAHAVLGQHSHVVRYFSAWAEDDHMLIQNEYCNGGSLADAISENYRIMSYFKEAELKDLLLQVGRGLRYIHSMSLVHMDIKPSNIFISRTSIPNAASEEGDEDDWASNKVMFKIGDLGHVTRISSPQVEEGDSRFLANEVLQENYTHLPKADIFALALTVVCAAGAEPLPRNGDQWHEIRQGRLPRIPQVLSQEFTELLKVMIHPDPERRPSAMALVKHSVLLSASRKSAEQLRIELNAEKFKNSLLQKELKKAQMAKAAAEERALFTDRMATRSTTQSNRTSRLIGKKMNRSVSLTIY
* marks the source's active call; other numbers are inactive results; x = no result given; [ ] = dose if it differs, or a comment.

structure	S1P4 ag	Ba/F3 V617F tox	eIF4E-4G inh	BaF3 parental	MDM2 E3 inh	NPY-Y2 PAM-ag	PERK inhibitor	S1P4 antag	Wee1 degr inh
O=C(CNC(=O)c1ccco1)N/N=C/c1c[nH]c2ccccc12	-1.3	-2	-2	2	-8	-3	2.2	7	-1
COc1cc(C)c(Cl)cc1S(=O)(=O)NCC1CCCO1 (centres undefined)	-1.7	-2	0	4	-1	17	0.7	1	2
Cc1ccc(C)c(CN2C(=O)c3ccccc3S(=O)c3ccc(C(=O)N4CCN(c5ccccn5)CC4)cc32)c1 (centres undefined)	2.5	0	-4	1	0	-3	0.0	-24	0
Cc1cc2cc(CNC(=O)CC(C)C)ccc2n1C	-0.5	0	1	5	-6	2	-0.3	-10	0
Cc1nc(-c2cnn(-c3ccccc3)c2)c2cc(C)oc2n1	-0.4	-1	3	6	-92	13	-0.6	5	0
O=C(NC1C(=O)NNC1c1ccccc1)c1ccccc1 (centres undefined)	-0.3	0	-2	2	-3	5	-0.4	-8	-2
COc1cc(OC)cc(-c2nc(-c3cc4cc(C)ccc4nc3OC)no2)c1	1.2	3	-33[fluorescence artefact?]	11	-6	-5	1.2	-2	-2
Cc1onc(-c2ccccc2Cl)c1C(=O)NCC1CCCO1 (centres undefined)	0.2	-6	-6[fluorescence artefact?]	-3	-16	19	-0.3	1	-3
CCOC(=O)c1sc(NC(=O)CCN2CCC(C)CC2)c(C(=O)OCC)c1C	-0.5	-3	1	-2	-5	10	1.9	1	-3
O=C(c1ccc(Cl)c([N+](=O)[O-])c1)N1CCN(c2ccccc2)CC1	-0.1	-5	0	2	-5	9	0.9	3	-2

structure	S1P4 ag	Ba/F3 V617F tox	eIF4E-4G inh	BaF3 parental	MDM2 E3 inh	NPY-Y2 PAM-ag	PERK inhibitor	S1P4 antag	Wee1 degr inh
COc1ccc(-n2c(SCC(=O)N3CCCCC3)nc(O)cc2=O)cc1	1.9	-1	5	2	12	5	1.5	-17	1
COC(=O)C/C=C/[C@@H](C)[C@@H](/C=N/OCC[C@@H]1C=C[C@H](OC(C)=O)[C@@H](COC(C)=O)O1)NS(=O)(=O)c1ccc(C)cc1	1.8	1	-2	4	x	2	0.4	21	-2
COc1ccc(NC(=S)NNc2ccc([N+](=O)[O-])cc2S(=O)(=O)Nc2ccc(C)cc2C)cc1	0.5	1	0[fluorescence artefact?]	8	-11	21	-1.3	-20	0
COc1cccc(-c2cc(C(F)(F)F)c(C#N)c(=O)[nH]2)c1	1.6	4	4	9	10	-17	1.3	-1	1
O=[N+]([O-])c1ccc2nc(-c3ccncc3)[nH]c2c1	-0.3	-1	3	0	-14	-4	0.7	-7	6
Cc1ccc(C2CC(c3cccs3)=NN2C(=O)CSC2=NN3CCCC(=O)N=C3S2)cc1 (centres undefined)	3.2	-1	0	4	-4	12	-1.2	-2	0
CCOc1ccc(Oc2ccc(C(F)(F)F)cc2N)cc1	1.3	-1	14	0	4	0	0.0	-12	0
O=c1nc2n(c3ncccc13)CCC2	1.3	0	1	2	1	5	2.4	-14	-4
COC(=O)CSc1nnc(COc2ccc([N+](=O)[O-])cc2)n1C	0.0	3	5	3	-15	-16	-0.6	-21	-2
O=C(NC1(C(F)(F)F)NC(=O)N(C2CCCCC2)C1=O)c1ccco1 (centres undefined)	-0.3	2	4	2	0	0	0.1	14	-2

Structures from the list above containing an aryl thioether with sulfur outside any ring (2):
structure	S1P4 ag	Ba/F3 V617F tox	eIF4E-4G inh	BaF3 parental	MDM2 E3 inh	NPY-Y2 PAM-ag	PERK inhibitor	S1P4 antag	Wee1 degr inh
COc1ccc(-n2c(SCC(=O)N3CCCCC3)nc(O)cc2=O)cc1	1.9	-1	5	2	12	5	1.5	-17	1
COC(=O)CSc1nnc(COc2ccc([N+](=O)[O-])cc2)n1C	0.0	3	5	3	-15	-16	-0.6	-21	-2

(further entries)
structure	S1P4 ag	Ba/F3 V617F tox	eIF4E-4G inh	BaF3 parental	MDM2 E3 inh	NPY-Y2 PAM-ag	PERK inhibitor	S1P4 antag	Wee1 degr inh
C/C(=N\Nc1nc(N)cc(Cl)n1)c1ccc(F)cc1	0.9	-2	-1	-1	11	-7	0.3	0	2
CC(NC(=O)/C(C#N)=C1\N=C(NC(=O)c2cccs2)c2ccccc21)c1ccccc1 (centres undefined)	-0.9	-1	9[fluorescence artefact?]	7	-1	5	-0.3	-11	2
COc1ccc(-c2nc(CCNC(=O)c3ccco3)cs2)cc1OC	0.0	-2	-1	1	-9	-14	0.0	5	0
CC(=NCCCn1ccnc1)C1=C(O)c2ccccc2C1=O	-0.9	-1	-1	1	-17	1	-0.8	0	2
Cc1ccccc1OCc1nnc(SCCN2CCCC2)n1-c1ccccc1	1.6	-2	1	5	-6	-20	-0.4	4	2
CCO[C@@H]1OC(C(=O)NCc2ccccc2)=C[C@H](c2csc3ccccc23)[C@H]1CCCO	0.6	3	-1	4	x	22	-0.6	14	6
Cc1cccc(NCc2ccc(O)c3ncccc23)c1C	-0.7	-2	2	0	5	5	2.0	-3	4
COC(=O)C1=C(C)Nc2ncnn2C1c1ccc(OCc2ccccc2)cc1 (centres undefined)	0.2	2	-12	-2	-11	-10	-0.1	-14	1
O=C(NCc1cccs1)C1CCN(c2nc3ccccc3o2)CC1	0.0	-2	-1	5	-5	-20	1.1	-18	1
S=c1[nH]nc(Cc2cccs2)n1-c1cccc2ccccc12	-0.9	-1	5	8	-5	-7	0.3	-10	4

structure	S1P4 ag	Ba/F3 V617F tox	eIF4E-4G inh	BaF3 parental	MDM2 E3 inh	NPY-Y2 PAM-ag	PERK inhibitor	S1P4 antag	Wee1 degr inh
CC(C)Nc1nc(NC(C)C)nc(Oc2ccc(/C=N/O)cc2)n1	1.1	3	1	1	-28	-7	-1.1	-7	-1
C=CCOc1ccc(/C=C2\SC(=S)N(C(C(=O)O)c3ccccc3)C2=O)cc1 (centres undefined)	-0.1	-2	-1	2	-8	-18	1.1	11	-2
CCC(=O)NCc1c(Cl)cccc1-n1cccc1	-1.5	0	-1	3	-3	-2	1.1	5	1
Fc1cccc(NC(=S)NNc2c3ccccc3nc3ccccc23)c1	4.7	-3	10	7	6	15	0.1	-7	-3
COc1ccc(OC(=O)C2CC(=O)N(c3ccc(C)cc3)C2)cc1 (centres undefined)	2.2	-1	2	1	1	3	1.2	-9	-2
CN1CCCN(C2C3CC4CC(C3)CC2C4)CC1 (centres undefined)	-1.2	11	-5	9	-8	-19	0.5	5	0
O=C(COc1ccccc1[N+](=O)[O-])NNC(=O)Nc1cccc2ccccc12	-1.0	0	-1	8	-8	6	1.3	-15	16*
O=C(CCNS(=O)(=O)c1ccc(Br)cc1)NCc1ccc2c(c1)OCO2	3.2	-1	3	-3	-7	3	0.4	10	0
Cc1ccc(C(=O)Nc2cccnc2)cc1[N+](=O)[O-]	1.4	2	-2	5	-10	-6	0.1	-14	-2
O=C(NCc1ccco1)c1ccc(-c2ccccc2Cl)o1	2.0	-1	2	-1	-13	-13	1.3	-24	-1

Four entries drawn at random from those above, as already listed:
structure	S1P4 ag	Ba/F3 V617F tox	eIF4E-4G inh	BaF3 parental	MDM2 E3 inh	NPY-Y2 PAM-ag	PERK inhibitor	S1P4 antag	Wee1 degr inh
COc1cc(C)c(Cl)cc1S(=O)(=O)NCC1CCCO1 (centres undefined)	-1.7	-2	0	4	-1	17	0.7	1	2
COc1cc(OC)cc(-c2nc(-c3cc4cc(C)ccc4nc3OC)no2)c1	1.2	3	-33[fluorescence artefact?]	11	-6	-5	1.2	-2	-2
O=c1nc2n(c3ncccc13)CCC2	1.3	0	1	2	1	5	2.4	-14	-4
O=C(NCc1ccco1)c1ccc(-c2ccccc2Cl)o1	2.0	-1	2	-1	-13	-13	1.3	-24	-1

Next part.
structure	S1P4 ag	Ba/F3 V617F tox	eIF4E-4G inh	BaF3 parental	MDM2 E3 inh	NPY-Y2 PAM-ag	PERK inhibitor	S1P4 antag	Wee1 degr inh
CC(C)=C1C2C=CC1C1C(=O)N(c3ccc4c(c3)OCO4)C(=O)C21 (centres undefined)	-3.1	-4	-4	3	0	10	1.2	6	3
CC1CCCN(S(=O)(=O)c2ccc(C(=O)Nc3nnc(-c4ccccn4)o3)cc2)C1 (centres undefined)	1.3	0	-8	9	-8	-7	1.0	-23	-4
CCCCn1c(=O)[nH]c(=O)c2c1nc(-c1ccc(-c3ccccc3Br)o1)n2CCOC	-0.4	1	3	9	-15	-4	0.8	0	2
CC/C(=N\NC(=O)c1ccc(N(C)C)cc1)c1ccccc1	1.6	-2	8	4	-21	0	0.7	-5	9.5*
Cc1cc(C)n(/N=C/c2cc([N+](=O)[O-])ccc2O)c(=O)c1	-0.1	-1	2	0	-13	-5	1.0	-17	-1
Cn1nc(C(F)(F)F)c2cc(C(=O)Nc3ccc(F)cc3)sc21	-0.1	-5	-5	-6	-7	-3	-0.1	-1	-3
CC(C)CNC(=O)NC(=O)COC(=O)c1cccc(NS(=O)(=O)c2ccc(F)c(F)c2)c1	-0.3	-2	-1	5	-22	27	-0.2	-1	1
COC(=O)C1=C(C)N(C)C(=S)NC1c1ccc(Cl)cc1 (centres undefined)	1.0	1	2	4	0	6	-0.1	-10	2
Cc1cc(-c2nnc(SCC(=O)N3C(C)CCCC3C)o2)no1 (centres undefined)	-1.7	-1	0	2	-10	-6	0.0	6	1
CC1CCCCN1C(=O)CSCC(=O)Nc1nc(-c2cccs2)cs1 (centres undefined)	-2.0	-4	-1	2	-7	-10	0.7	-8	1
CC(C)(CO)NCc1ccc(Br)cc1	-1.3	1	1	5	-12	4	0.4	7	0
CCOc1ccc(/C=N/Nc2nc(=O)[nH]nc2C)cc1OC	0.9	-3	-1	4	-15	-5	0.9	-18	2

Just eIF4E-4G inh, NPY-Y2 PAM-ag and BaF3 parental, for three of the compounds above:
mol,eIF4E-4G inh,NPY-Y2 PAM-ag,BaF3 parental
Cc1cc(-c2nnc(SCC(=O)N3C(C)CCCC3C)o2)no1 (centres undefined),0,-6,2
Cn1nc(C(F)(F)F)c2cc(C(=O)Nc3ccc(F)cc3)sc21,-5,-3,-6
CC1CCCCN1C(=O)CSCC(=O)Nc1nc(-c2cccs2)cs1 (centres undefined),-1,-10,2
